# SUMO HTRF inh = SUMOylation inhibition; HTRF SUMOylation assay, SAE1/SAE2 + UBC9, in vitro; inhibition, % at 35 µM; P63279; actives 0.36% (n = 290,000); in the data active means inhibition above about 50%, passing the limit was not always enough; further: strong numbers were not always called active
# MEKK2mut PB1 HTS = signal of MEK5 binding to mutant human MEKK2 PB1 domain. bead flow cytometry, Alexa488-MEK5 binding to MEKK2 mutant. actives 0.35% (n = 290,000). percent response, % at 10 µM; in the data active means percent response above about 24%, passing the limit was not always enough; further: inactives centre near 1; some results filed as inactive read as strong as hits; reference of the scale not given here
# NALP1 yeast inh = inhibitors of NALP1 inflammasome in yeast. S. cerevisiae NALP1/ASC/caspase-1 growth, X-gal OD620, 72 h. inhibition, % at 10 µM. actives 0.61% (n = 280,000); in the data active means inhibition mostly above about 24%, no sharp cut-off; inactive means mostly below about 32%; further: some compounds called inactive have numbers as strong as hits
# MEKK3 PB1 HTS = modulators (inhibitors or enhancers) of MEK5 binding to human MEKK3 PB1 domain; Q99759; bead-based flow cytometry, Alexa488-MEK5 binding to MEKK3; actives lie on both sides; 0 = blocked by unlabeled MEK5, 100 = vehicle; binding response (% of control), % at 10 µM; actives 1.4% (n = 290,000); AID 1529;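 active means binding response more than 3 SD above or below the average of its plate-row segment, actives on both sides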;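 further: Alexa488 bead fluorescence after subtracting the streptavidin-only scavenger bead signal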
# IDE cell activ = activators of human insulin-degrading enzyme in cells; P14735; HEK cells, FAbeta-B cleavage, fluorescence polarization; 0% vehicle, 100% cell-free pure enzyme wells; actives 0.073% (n = 340,000); activation, % at 5.96 µM;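 active means activation above the mean of all tested compounds plus 3 SD, set per screening campaign, cut at about 17% in these data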
# pCIP destab = p/CIP protein destabilization | actives 0.01% (n = 290,000) | F442A p/CIP-EGFP cells, EGFP fluorescence, 16 h | decrease of EGFP signal, % at 10 µM | AID 1984 | Q05BA5;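 active means EGFP signal decrease of at least 30% at 10 µM or well 3 SD below plate mean, unless failing retest; inactive means the rest, including hits failing retest or dose response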; further: some compounds called inactive have numbers as strong as hits; many of its hits are not listed in these tables
# Target sequence (Q05BA5 1-1403): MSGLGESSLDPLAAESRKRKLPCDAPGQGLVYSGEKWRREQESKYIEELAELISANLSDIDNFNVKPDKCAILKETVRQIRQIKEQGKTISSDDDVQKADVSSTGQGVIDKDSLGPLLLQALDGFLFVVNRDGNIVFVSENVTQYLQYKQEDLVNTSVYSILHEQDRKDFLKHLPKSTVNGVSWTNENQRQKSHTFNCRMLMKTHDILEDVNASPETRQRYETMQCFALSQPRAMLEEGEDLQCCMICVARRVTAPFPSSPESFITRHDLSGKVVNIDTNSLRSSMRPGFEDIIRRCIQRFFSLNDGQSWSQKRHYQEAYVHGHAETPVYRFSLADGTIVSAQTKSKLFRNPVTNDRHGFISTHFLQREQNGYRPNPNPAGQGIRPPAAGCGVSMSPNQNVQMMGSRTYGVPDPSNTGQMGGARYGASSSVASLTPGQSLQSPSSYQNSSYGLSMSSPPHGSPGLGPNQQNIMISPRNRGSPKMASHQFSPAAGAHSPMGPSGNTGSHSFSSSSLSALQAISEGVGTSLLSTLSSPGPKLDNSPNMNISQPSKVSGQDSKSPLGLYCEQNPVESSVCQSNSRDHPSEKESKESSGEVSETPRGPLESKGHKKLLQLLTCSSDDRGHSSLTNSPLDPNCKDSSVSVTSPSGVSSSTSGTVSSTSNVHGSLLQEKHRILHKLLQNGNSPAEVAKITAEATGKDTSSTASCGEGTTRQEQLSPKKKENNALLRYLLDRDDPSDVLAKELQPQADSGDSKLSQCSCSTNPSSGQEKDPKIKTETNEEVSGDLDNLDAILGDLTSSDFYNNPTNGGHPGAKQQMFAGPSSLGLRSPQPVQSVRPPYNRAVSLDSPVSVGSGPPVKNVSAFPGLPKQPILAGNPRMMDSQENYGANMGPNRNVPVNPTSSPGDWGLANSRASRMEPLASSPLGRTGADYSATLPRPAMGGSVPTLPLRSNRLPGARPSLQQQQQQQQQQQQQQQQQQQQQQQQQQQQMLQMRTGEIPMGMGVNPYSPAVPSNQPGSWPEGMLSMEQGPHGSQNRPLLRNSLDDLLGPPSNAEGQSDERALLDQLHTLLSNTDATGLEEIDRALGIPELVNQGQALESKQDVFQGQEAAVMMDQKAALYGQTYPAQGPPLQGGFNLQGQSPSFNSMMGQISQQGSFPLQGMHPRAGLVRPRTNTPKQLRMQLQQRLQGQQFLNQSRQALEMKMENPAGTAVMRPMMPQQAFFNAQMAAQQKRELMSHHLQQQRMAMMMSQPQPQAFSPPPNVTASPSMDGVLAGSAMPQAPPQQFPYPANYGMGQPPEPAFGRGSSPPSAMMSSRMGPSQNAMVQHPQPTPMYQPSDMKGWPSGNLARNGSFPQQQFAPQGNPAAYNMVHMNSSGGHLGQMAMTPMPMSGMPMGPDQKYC
# MEKK2 WT-MEK5 = raises or lowers MEK5 binding to wildtype human MEKK2 PB1 domain; Q9Y2U5; bead flow cytometry, Alexa488-MEK5 binding to MEKK2 WT; actives lie on both sides; binding response (% of control), % at 10 µM; actives 1.1% (n = 290,000); AID 1531; in the data active means binding response below about 67% or above about 130%
# M18AAP inhibitor = blocks P. falciparum M18 aspartyl aminopeptidase | recombinant PfM18AAP, H-Glu-NHMec fluorogenic cleavage | inhibition, % at 7.35 µM | actives 1.2% (n = 290,000);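 active means inhibition above the campaign mean inhibition over all tested compounds plus 3 SD, cut at about 28% in these data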;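 further: 0% = plate median of test compound wells and 100% = 2 mM ZnCl2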
# IDE cell inh = inhibitors of human insulin-degrading enzyme in cells. HEK cells, FAbetaB cleavage, fluorescence polarization. inhibition, % at 5.59 µM. actives 0.41% (n = 320,000). AID 434962;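 active means percent inhibition above the average of all tested compounds plus 3 SD, set per screening campaign, cut at about 16% in these data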;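 further: IDE supplied by intact live HEK cells; FP after avidin binding of uncleaved biotin substrate so inhibition keeps polarization high; 0% = DMSO wells and 100% = 60 µM reference IDE inhibitor Ii1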
# An asterisk follows results filed as active; / = no result given; [ ] = dose if it differs, or a comment. Only part of the results is shown. The share of hits here may be higher or lower than overall.
SMILES,SUMO HTRF inh,MEKK2mut PB1 HTS,NALP1 yeast inh,MEKK3 PB1 HTS,IDE cell activ,pCIP destab,MEKK2 WT-MEK5,M18AAP inhibitor,IDE cell inh
COc1ccc(NC(=O)/C=C/C(=O)O)cc1Cl,17,-6,29,89,1,-6,92,-3,-2
CCC(=O)NC(c1ccc(Cl)cc1Cl)c1ccc2cccnc2c1O (stereo not given),50*,11,9,111,-5,-65,114,6,3
O=C(NCCCNC(=O)c1ccccn1)c1ccccn1,-3,2,-1,105,1,-2,102,12,0
CCC(NC(=O)c1cc(COc2c(F)cccc2F)on1)c1ccncc1 (stereo not given),6,5,7,107,-3,-16,104,-5,11
NC(=O)Nc1ccc(C(=O)OCC(=O)N(Cc2ccccc2)C2CCS(=O)(=O)C2)cc1 (stereo not given),-10,-1,8,123,-4,0,107,-1,-1
Cc1ccc2cc(C#N)c(N3CCCN(C(=O)C4CCCO4)CC3)nc2c1C (stereo not given),24,-8,-15,93,0,0,90,-5,6
Cc1ccc(C(=O)Nc2ccc(O)cc2C(=O)O)cc1C,-1,1,-3,99,8,0,98,6,-5
Cn1c(=O)c2ncn(CC(=O)Nc3ccc(N4CCOCC4)cc3)c2n(C)c1=O,8,9,43,106,6,-24,112,2,-3
COc1cccc(-c2nc(-c3ccccc3)nc(N3CCN(C)CC3)c2C#N)c1,-7,12,15,100,3,-8,136,-3,-2
O=C1CSC(=Nc2ccc(O)cc2)N1c1ccc(O)cc1,-9,/,-1,/,5,-1,/,9,3
C=CCN(C(=O)c1csnn1)C(C(=O)NC1CCCC1)c1cccs1 (stereo not given),-8,-4,4,101,3,1,100,-5,-2
CSc1nc(C(=O)N2CCCC(N3CCN(c4ccccc4C)CC3)C2)cs1 (stereo not given),5,5,11,102,3,-12,107,0,-4
CCNc1oc(/C=C/c2ccc(OCC)cc2)nc1C#N,4,2,-11,108,4,6,108,3,2
O=C(NCc1cccnc1)C1CC(c2cccc(Br)c2)=NO1 (stereo not given),3,8,2,105,1,-8,109,-8,5
COc1cc(C)ccc1OCCCON1C(=O)CCC1=O,15,0,-7,94,5,-3,96,-9,3
CCOC(=O)CC(C#N)c1cn(C)c2ccccc12 (stereo not given),-2,-8,9,89,5,6,90,-1,-1
O=C(Cc1ccc(NC2=NC3CS(=O)(=O)CC3S2)cc1)NCc1ccccc1 (stereo not given),-12,-2,0,99,-17,-1,97,-7,6
Cc1cc(C)n(/N=C/c2c[nH]c3ccccc23)c(=O)c1,-14,2,-9,106,2,-1,103,4,3
O=C(COC(=O)C1CCN(S(=O)(=O)c2cccs2)CC1)NCc1ccc(F)cc1,1,10,16,100,1,-4,101,2,4
CCn1c(=S)sc2c(=O)n(CC(=O)NC(C)CCc3ccccc3)c(C)nc21 (stereo not given),-14,3,9,103,9,-3,103,2,-2
CC(C)C(NS(=O)(=O)c1cccs1)C(=O)NCc1ccccc1 (stereo not given),-4,4,-4,102,2,-1,104,0,3
O/N=C/c1cc(Br)ccc1OCc1cccc(F)c1,-16,-1,8,98,5,3,97,4,-4
O=S(=O)(c1cc(Cl)c(Cl)cc1Cl)N1CCN2CCCC2C1 (stereo not given),-5,1,/,102,2,-1,107,4,3
COc1ccc(C2NC(=O)NC(C)=C2[N+](=O)[O-])cc1 (stereo not given),-5,5,-2,104,7,-5,103,4,2
COC(=O)c1ccccc1NC(=O)Nc1ccc2c(c1)OCO2,-3,2,7,98,0,2,102,-15,6
# (further entries)
SMILES,SUMO HTRF inh,MEKK2mut PB1 HTS,NALP1 yeast inh,MEKK3 PB1 HTS,IDE cell activ,pCIP destab,MEKK2 WT-MEK5,M18AAP inhibitor,IDE cell inh
O=C1c2ccccc2C(O)N1Cc1cccs1 (stereo not given),-4,2,-15,102,-2,-12,103,-2,-3
CN1CCN(NS(=O)(=O)c2ccc(Cl)s2)CC1,-2,0,9,97,-4,8,99,-8,0
COc1ccc(O)c(CN2CCC(n3nccc3NC(=O)CCOc3ccccc3)CC2)c1,4,10,17,103,6,-11,117,11,5
CCn1cc(C(=O)NC2CCCc3c2cnn3-c2cccc(C)c2C)cn1 (stereo not given),0,4,14,104,1,-16,104,0,4
CCO[C@H]1OC(C(=O)NCc2ccccc2)=C[C@@H](c2ccc(Br)cc2)[C@@H]1CCCO,-13,4,-9,98,5,-23,103,4,4
O=c1cc[nH]c2cccc(Cc3ccccc3)c12,4,-5,15,96,2,1,89,-5,1
COc1ccc(C2(O)CCN(CC(=O)Nc3nccs3)CC2)c(OC)c1,5,3,3,100,8,-10,100,-7,0
COc1ccc(OC)c(N2C(=O)CC(Cc3ccc(Cl)cc3)C2=O)c1 (stereo not given),0,3,15,110,1,-4,100,0,1
Cc1cc(NC(=O)CCC(=O)N(c2ccc(F)cc2)C(C(=O)NC2CCCC2)c2ccncc2)no1 (stereo not given),39,/,13,/,3,-18,/,-2,1
Cc1nc2ccccn2c1/C(O)=C1\C(=O)C(=O)N(CCN(C)C)C1c1cccnc1 (stereo not given),0,-4,-4,93,2,-11,98,0,2
C/C=C/c1ccc(OCCSc2nc(C)cc(=O)[nH]2)c(OC)c1,11,7,11,101,2,-6,105,0,0
O=C(NC1CC2CCC(C1)N2C(=O)NC1CCCCC1)NC12CC3CC(CC(C3)C1)C2 (stereo not given),10,-4,-2,79,6,-11,89,-7,-1
O=C(CN1CCN(C(=O)C2CCCO2)CC1)Nc1cc(C(F)(F)F)ccc1Cl (stereo not given),-5,2,21,103,7,5,106,-2,-3
CCC(=O)Nc1cccc2ccccc12,17,-7,-10,97,5,-2,96,-8,-5
CC1CCc2c(sc(NC(=O)C(=O)NCc3ccco3)c2C#N)C1 (stereo not given),20,-1,2,104,4,-2,102,11,4
O=C(C1CC=CCC1)N1CCN(C(=O)C2CC=CCC2)CC1 (stereo not given),16,3,-69,56,2,-22,77,3,4
CCOC(=O)C1=C(O)C(=O)NC(c2ccccc2)=C(OC2CCCCC2)C1,-19,-2,19,97,-2,4,96,0,5
CC1(C)CC(=O)C2=C(C1)Nc1ccccc1S2,5,-6,3,97,4,8,99,21,8
COc1cc(/C=N/Nc2cccc(C)c2)cc(Br)c1O,-3,0,-5,103,2,4,99,19,/
Cc1ccc(C)c(OCc2ccc(C(=O)N3N=C(C(F)F)CC3(O)C(F)F)o2)c1 (stereo not given),16,3,27,108,9,-13,107,2,-4
COC(=O)CN(c1ccc2c(c1)OCO2)S(=O)(=O)c1c(C)[nH]c(=O)[nH]c1=O,23,3,25,102,-1,-9,102,13,2
O=C1C=C(O)CC(c2ccc(Cl)c(Cl)c2)C1 (stereo not given),1,-5,4,91,-2,-7,89,-5,2
O=C(NCCOC(=O)C1COc2ccccc2O1)c1cccnc1 (stereo not given),2,-3,-12,95,8,2,91,3,1
CCC(=O)c1ccc(OCC(=O)N2CCc3cc(OC)c(OC)cc3C2)cc1,-6,14,-4,103,2,-10,110,1,6
O=C(Cc1coc2cc3c(cc12)CCC3)NCC1(N2CCCCC2)CCCCC1,-6,2,46,99,2,-11,107,1,-1
# More results:
SMILES,SUMO HTRF inh,MEKK2mut PB1 HTS,NALP1 yeast inh,MEKK3 PB1 HTS,IDE cell activ,pCIP destab,MEKK2 WT-MEK5,M18AAP inhibitor,IDE cell inh
CC(C)(C)OC(=O)N1CCC(c2c(C(=O)N3CCN(C4CCCCC4)CC3)cnn2-c2ccccc2)CC1,8,3,-6,99,2,-12,104,1,1
COC(=O)c1ccc(NC(=O)N2CCOCC2)cc1,1,-16,-1,67,-1,6,80,4,5
CNC(=O)c1ccsc1NC(=O)c1ccc(S(=O)(=O)N2CCc3ccccc32)cc1,-42,8,26,106,7,-13,103,0,3
CS(=O)(=O)c1[nH]nc(-c2ccccc2)c1C#N,17,-6,-14,92,-2,-4,87,-8,1
Cc1ccsc1/C=N/NC(=O)CNC(=O)c1c(F)cccc1Cl,-3,1,10,100,-8,13,100,-7,-1
Cn1c(=O)c2c(nc(CN3CCOCC3)n2CC(O)CO)n(C)c1=O (stereo not given),0,-1,15,102,6,4,103,-10,4
COCCNC(=O)c1ccc2c(c1)nc(C)n2-c1cccc(F)c1,-32,1,6,100,5,-8,100,-12,1
O=C(CN1C(=O)c2cccnc2Oc2ccc(Cl)cc21)N1CCOCC1,/,2,23,101,4,-17,104,-9,-1
CCOC(=O)C1CCN(C(=S)Nc2cc(C)ccc2C)CC1,-9,14,40,102,1,-10,109,-3,2
O=C(COn1nnc2ccc(Cl)cc21)NC12CC3CC(CC(C3)C1)C2,4,6,9,101,-3,-8,103,-4,3
CCCSc1ncnc2sc(C)c(C)c12,12,-46,-4,4.0*[inhibitor],5,-22,8.0*[inhibitor],-10,-5
O=C(CCN1CCOCC1)Nc1cccc(Br)c1,8,0,6,97,-2,0,93,-9,-3

# In the list so far, these contain a Cl atom.
SMILES,SUMO HTRF inh,MEKK2mut PB1 HTS,NALP1 yeast inh,MEKK3 PB1 HTS,IDE cell activ,pCIP destab,MEKK2 WT-MEK5,M18AAP inhibitor,IDE cell inh
COc1ccc(NC(=O)/C=C/C(=O)O)cc1Cl,17,-6,29,89,1,-6,92,-3,-2
CCC(=O)NC(c1ccc(Cl)cc1Cl)c1ccc2cccnc2c1O (stereo not given),50*,11,9,111,-5,-65,114,6,3
O=S(=O)(c1cc(Cl)c(Cl)cc1Cl)N1CCN2CCCC2C1 (stereo not given),-5,1,/,102,2,-1,107,4,3
CN1CCN(NS(=O)(=O)c2ccc(Cl)s2)CC1,-2,0,9,97,-4,8,99,-8,0
COc1ccc(OC)c(N2C(=O)CC(Cc3ccc(Cl)cc3)C2=O)c1 (stereo not given),0,3,15,110,1,-4,100,0,1
O=C(CN1CCN(C(=O)C2CCCO2)CC1)Nc1cc(C(F)(F)F)ccc1Cl (stereo not given),-5,2,21,103,7,5,106,-2,-3
O=C1C=C(O)CC(c2ccc(Cl)c(Cl)c2)C1 (stereo not given),1,-5,4,91,-2,-7,89,-5,2
Cc1ccsc1/C=N/NC(=O)CNC(=O)c1c(F)cccc1Cl,-3,1,10,100,-8,13,100,-7,-1
O=C(CN1C(=O)c2cccnc2Oc2ccc(Cl)cc21)N1CCOCC1,/,2,23,101,4,-17,104,-9,-1
O=C(COn1nnc2ccc(Cl)cc21)NC12CC3CC(CC(C3)C1)C2,4,6,9,101,-3,-8,103,-4,3
